GPR151 ag: activators of human GPR151; Q8TDV0; PathHunter beta-arrestin GPR151 cells, luminescence; activation, % at 11.2 µM; 1% of 650,000 active; AID 1508602; in the data active = activation above about 4.9%;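 also: 0% = median of compound wells and 100% = cells with positive control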
Target sequence (Q8TDV0 whole entry, looked up): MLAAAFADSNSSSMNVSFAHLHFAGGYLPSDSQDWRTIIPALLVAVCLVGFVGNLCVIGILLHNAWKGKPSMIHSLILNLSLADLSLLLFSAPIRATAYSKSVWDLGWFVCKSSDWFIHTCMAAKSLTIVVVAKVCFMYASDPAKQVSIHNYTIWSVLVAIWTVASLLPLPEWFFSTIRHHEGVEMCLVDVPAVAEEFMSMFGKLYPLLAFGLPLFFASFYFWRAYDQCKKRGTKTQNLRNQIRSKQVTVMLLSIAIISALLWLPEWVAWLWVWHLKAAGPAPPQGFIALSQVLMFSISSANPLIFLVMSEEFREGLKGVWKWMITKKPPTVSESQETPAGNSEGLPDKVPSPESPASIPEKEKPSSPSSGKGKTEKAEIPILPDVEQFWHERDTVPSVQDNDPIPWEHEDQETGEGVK
MITF inh: inhibitors of human MITF | 0.91% of 650,000 active | O75030 | AID 1259374 | AlphaScreen MITF homodimerization, bead proximity signal | inhibition, % at 2.6 µM; in the data active = inhibition above about 50%;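 also: 0% = vehicle wells with protein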
Target sequence (O75030 whole entry, looked up): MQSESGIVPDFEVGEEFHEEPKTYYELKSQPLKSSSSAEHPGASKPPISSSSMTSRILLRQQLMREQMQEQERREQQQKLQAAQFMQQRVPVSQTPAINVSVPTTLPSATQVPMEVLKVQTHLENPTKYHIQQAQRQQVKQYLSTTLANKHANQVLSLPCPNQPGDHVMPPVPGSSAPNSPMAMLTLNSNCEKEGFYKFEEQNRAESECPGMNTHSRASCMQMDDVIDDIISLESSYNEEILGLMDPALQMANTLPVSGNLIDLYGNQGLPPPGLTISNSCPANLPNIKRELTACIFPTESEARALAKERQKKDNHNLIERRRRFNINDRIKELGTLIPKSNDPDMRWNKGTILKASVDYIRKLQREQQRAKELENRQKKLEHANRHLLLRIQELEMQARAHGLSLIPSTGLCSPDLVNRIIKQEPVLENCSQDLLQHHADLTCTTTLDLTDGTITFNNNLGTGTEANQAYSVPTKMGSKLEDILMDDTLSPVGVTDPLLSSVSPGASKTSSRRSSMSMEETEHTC
TEAD-YAP inh: TEAD-YAP interaction inhibition; HEK-TIYL cells, TEAD-Gal4/YAP UAS-luciferase luminescence; inhibition, % at 9.12 µM; 1.4% of 640,000 active; in the data active = inhibition above about 32%;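 also: 0% = median of test compound wells and 100% = reference inhibitor wells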
FBW7 act: activators of human E3 ligase FBW7 | 0.13% of 650,000 active | AID 1259310 | Q969H0 | AlphaScreen FBW7–phospho-cyclin E peptide binding, activator screen | normalized activity (activation), % at 26.1 µM; in the data active = normalized activity above about 1.9%;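 also: purified mutant Fbw7 with reduced substrate affinity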
Active calls of the source: *.

structure,GPR151 ag,MITF inh,TEAD-YAP inh,FBW7 act
COc1cc(C(=O)N2CCCC(c3nc(-c4ccc(F)cc4)no3)C2)cc(OC)c1OC (stereo unspecified),-0.3,-7,7,0.0
COC(=O)c1sc(NC(=O)c2cc3ccccc3oc2=O)c(C(=O)OC)c1C,0.7,-3,15,0.1
COc1ccc(C2=C(c3ccc(OC)cc3)C3(c4ccccc4)C(=O)C2(c2ccccc2)C2C(=O)N(c4ccc(F)cc4)C(=O)C23)cc1 (stereo unspecified),0.5,3,7,0.0
Cc1cc(NC(=O)c2ccc(NC(=O)C3CCCO3)cc2)ccc1Br (stereo unspecified),1.3,2,-22,0.0
CCSc1nnc(-c2ccco2)n1N,-2.2,-3,3,-0.1
Cc1c(C)n2c3c(=O)n(CCc4ccccc4)c(=O)n(C)c3nc2n1-c1ccccc1,-0.9,-4,-10,0.1
CCC12CC3CC(C1)CC(C(=O)Nc1nn[nH]n1)(C3)C2,-0.5,3,-5,1.0
CC(=O)Nc1cccc(C(=O)NN2C(=O)c3ccccc3C2=O)c1,1.9,23,-2,1.3
O=C(CCCN1C(=O)c2ccccc2C1=O)N1CCOCCN(C(=O)CCCN2C(=O)c3ccccc3C2=O)CCOCC1,-0.5,-8,-1,0.1
COc1ccc(S(=O)(=O)Nc2cccc(NC(C)=O)c2)cc1,1.4,4,8,0.7
Cc1ccc(NC(=O)C2C3NC(=S)N(c4ccc(Br)cc4)C2(C)Oc2ccc(Br)cc23)c(C)c1 (stereo unspecified),0.6,5,-2,0.0
CC1CCCC(NC(=O)c2ccccc2C(=O)O)C1C (stereo unspecified),-0.8,-9,4,0.0
O=C1c2ccccc2-c2onc3c(N4CCC5(CC4)OCCO5)cc(N4CCOCC4)c1c23,-0.1,26,14,-0.1
O=C(O)C1C2C=CC(C2)C1C(=O)Nc1ccc2ccccc2c1 (stereo unspecified),0.9,1,6,-0.2
NC(=O)c1cccc(Nc2ccc(C(F)(F)F)cc2)n1,-0.7,23,-15,0.0
COCCNC(=O)C1CC(=O)N(c2ccc(F)c(Cl)c2)C1 (stereo unspecified),-0.8,11,3,0.1
O=C(COc1ccc(Cl)cc1Cl)Nc1ccc(I)cc1,-1.8,16,-1,0.0
NC(=O)Nc1ccc(Br)cc1,-1.3,-4,4,-0.1
O=C(CCS(=O)(=O)c1ccc2c(c1)SCC(=O)N2)Nc1ccccn1,0.3,-9,-1,-0.1
CCCCOc1ccc(C(=O)NCc2n[nH]c(=S)n2-c2ccc(Cl)c(Cl)c2)cc1,0.5,3,3,0.0
CC(NC(=O)c1cccs1)C(=O)O (stereo unspecified),-0.8,18,5,0.0
Cc1cc(C(=O)NN)c(C)n1-c1ccc(F)cc1,1.8,-14,-28,-0.2
CC1=NN(C(N)=S)C(=O)C1N=Nc1cccc(Cl)c1C (stereo unspecified),-1.4,6,-26,-0.1
CCN(CC)S(=O)(=O)c1ccc(OC)c(NS(=O)(=O)c2c(C)cc(C)cc2C)c1,1.4,-6,3,-0.1

Some of the entries so far, as labelled records.
CC(NC(=O)c1cccs1)C(=O)O (stereo unspecified)
  GPR151 ag: -0.8
  MITF inh: 18
  TEAD-YAP inh: 5
  FBW7 act: 0.0
COCCNC(=O)C1CC(=O)N(c2ccc(F)c(Cl)c2)C1 (stereo unspecified)
  GPR151 ag: -0.8
  MITF inh: 11
  TEAD-YAP inh: 3
  FBW7 act: 0.1

Next part:
structure,GPR151 ag,MITF inh,TEAD-YAP inh,FBW7 act
COc1ccc(NC(=O)/C(C#N)=C/c2ccc3c(c2)OCO3)cc1,-0.8,7,9,0.7
CCCCSc1nnc2c(n1)OC1(CCCC1)Nc1ccccc1-2,0.0,-5,-14,-0.1
CCCCC(=O)N1c2ccccc2NC2=C(C(=O)CCC2)C1c1ccc(OC)cc1 (stereo unspecified),-1.2,14,6,0.2
COCCNC(=O)CCc1nc2cccnc2n1Cc1ccccc1,0.4,5,5,-0.2
CCOC(=O)C1CCN(S(=O)(=O)c2ccc(OCC)cc2)CC1,-0.9,-1,-3,0.0
O=C(Nc1ccc(Cl)cc1)c1sc2ccccc2c1Cl,1.2,13,-33,-0.1
Cc1nc(CCNCc2c(C(=O)N3CCCC3)nc3sccn23)nc2c1CCCC2,1.0,11,6,0.0
COc1cc(/C=C2/C(=N)N3OC(C)=CC3=NC2=O)ccc1OCCSc1ccccc1,0.8,2,-66,0.0
CC1(C)OC(=O)N(CCOC23CC4CC(CC(C4)C2)C3)C1(C)O (stereo unspecified),-0.2,6,5,0.1
C=CCN(CC=C)C(=O)c1c(NC(=O)c2cccs2)sc2c1CCC(C(C)(C)C)C2 (stereo unspecified),0.1,-3,0,-0.3
Cc1ccc(S(=O)(=O)N2CCN(C(=O)CN3C(=O)CNC3=O)CC2)cc1,1.4,-5,-2,-0.1
O=C(NC(Nc1cccc2ccccc12)C(=O)c1ccccc1)c1ccco1 (stereo unspecified),-0.3,8,-2,-0.1
Cc1cccc(C2c3[nH]c4ccccc4c3CCN2C(=O)Cc2ccccn2)n1 (stereo unspecified),-0.2,5,-9,-0.1
Cc1cccc(C)c1OCCCCn1ccnc1,0.0,70*,6,0.4
CCOC(=O)C1CCN(C(=O)CSCc2nc(-c3ccc(OCC)cc3)oc2C)CC1,1.1,3,3,-0.3
CCOC(=O)C1=C(C)N=c2s/c(=C\c3cc(Br)c(OCc4ccccc4)c(OCC)c3)c(=O)n2C1c1ccc(Cl)cc1 (stereo unspecified),0.9,-1,-14,0.2
COC(=O)Cn1c(=O)c2ccccc2n(C)c1=O,-1.1,1,4,0.1
Cn1cnc2cc(NCc3ccncc3)ccc21,-0.9,21,2,0.2
COc1ccc(CN2CCN(c3ccccn3)CC2)cc1,2.8,33,9,-0.1
Cc1sc(C2C(C#N)=C(N)OC3=C2C(=O)CC(C)(C)C3)cc1COc1ccc(F)cc1 (stereo unspecified),-1.3,12,17,1.4
CC(C)(C)NC(=O)COC(=O)c1ccc(F)cc1Cl,-0.7,7,-4,0.0
NC(=O)c1ccc(NC(=O)COC(=O)c2cc(=O)c3ccccc3o2)cc1,-2.1,-1,8,-0.1
COc1ccc(OC)c(NC(=O)c2c(NCc3ccc(N(C)C)cc3)sc3c2CCCC3)c1,1.0,1,12,-0.1
CCOc1cc(/C=c2\sc3nc(-c4ccccc4)nn3c2=O)ccc1OC(C)=O,-0.8,1,-9,-0.1
O=C1CC(N2CCC(O)(c3ccc(Br)cc3)CC2)C(=O)N1c1ccc(Cl)cc1 (stereo unspecified),0.9,15,5,0.1
Cc1ccc(C)c(NC(=O)CCCn2c3ccccc3c(=O)c3ccccc32)c1,-0.7,-2,-4,0.0
CC(O)CNCCCOc1ccc(Br)cc1Cl (stereo unspecified),0.3,25,5,-0.1
CCOC(=O)c1ccc2ncc(C(=O)OCC)c(Nc3ccc(N4CCOCC4)cc3)c2c1,0.7,2,-1,-0.5
O=C(Nc1cccc2c1CCCC2)c1cnc2n(c1=O)CCS2,0.3,-13,3,0.1
COc1ccc(S(=O)(=O)Oc2cccc(C=C3C(=O)NC(=S)NC3=O)c2)cc1,-0.7,5,6,0.7
COC(=O)c1cccc(NC(=S)NCc2ccc(OC)cc2)c1,-0.5,11,-3,0.2
CC(C)(C)OC(=O)N1CCCC(C(=O)Nc2cc(NCc3ccccc3)ncn2)C1 (stereo unspecified),-1.0,-10,-13,0.9
CN1CCCC(OC(=O)c2cc(Br)ccc2Cl)C1 (stereo unspecified),6.2*,25,0,0.2
Cc1c(C(=O)N2CCCC2)sc2ncnc(N3CCCCCC3)c12,1.5,17,5,1.0
CCCN1CCc2c(C(=O)OC)c(OC3CCCC3)cc(=O)n2CC1,1.4,-2,4,0.0
O=C(NCCc1ccc(O)cc1)c1cccc(NCc2ccc3c(c2)OCO3)n1,-1.4,13,-5,0.0
COc1ccccc1N1CCN(c2ncnc3c2c(-c2ccccc2)cn3-c2cccc(C)c2)CC1,0.4,9,1,-0.2
NS(=O)(=O)c1ccc(CCNC(=O)CN2C(=O)c3ccccc3C2=O)cc1,-0.4,-8,2,-0.1
COc1cc(C=O)ccc1OCCCCOc1ccc([N+](=O)[O-])cc1,-1.1,-12,2,-0.2
COCC(=O)Nc1nnc(C(C)C)s1,1.4,18,-7,1.0
O=C1CCCN1CCn1cnc2c(NC3CC3)nc(Nc3nccc4ccccc34)nc21,-0.5,-2,-1,-0.2
C=CCN1C(=O)/C(=C\N(C)C)S/C1=N/S(=O)(=O)c1cccs1,1.3,-14,-4,-0.2
CC1CCN(S(=O)(=O)c2ccc3[nH]cc(C(=O)N4CCCCCC4)c(=O)c3c2)CC1,-0.1,-11,2,0.0
Cc1noc(C)c1C(=O)Nc1ccc(S(=O)(=O)N2CCc3ccccc32)cc1,0.8,10,15,0.4
COc1cccc(NC(=O)c2ccco2)c1,-5.1,-9,-8,-0.1
COc1cccc(-c2noc(-c3ccccc3)n2)c1,-0.4,0,-47,0.1
O=C(CSc1nnc(COc2ccc(C3CCCCC3)cc2)n1-c1ccccc1)NCc1ccco1,0.5,23,13,0.3
CCOc1ccccc1C1C(C(=O)Nc2ccccc2C)=C(C)Nc2nnnn21 (stereo unspecified),-0.2,4,7,0.0
Cc1ccc(CNC(=O)Cn2nc(C)n3cccc3c2=O)cc1,0.4,-4,-4,-0.1
Cc1ccc(CCP(=O)(O)CN2CCCCC2)cn1,0.2,13,-1,0.0
O=C(COC(=O)c1ccc(Oc2ccccc2)cc1)Nc1nnc(-c2ccccc2)o1,0.1,5,8,-0.5
CCN(CCNC(=O)C1CC(=O)N(CCc2ccccc2)C1)c1ccccc1 (stereo unspecified),0.8,15,-3,0.0
CN1CC(=O)N(CC(=O)NCc2ccc(F)cc2)c2ccccc2C1=O,3.5,-2,-4,-0.2
COc1cc(N2CCOCC2)ccc1Nc1cc(Nc2ccccc2-c2ncccn2)c(C(F)(F)F)cn1,0.4,31,3,0.0
COC(=O)C1=CN(CCc2ccc(OC)cc2)C=C(C(=O)OC)C1c1ccsc1,-0.1,5,-4,0.1
N#Cc1ccccc1NC(=O)CSc1nnc(Cc2ccccc2)o1,0.2,7,-1,0.2

The listing continues.
structure,GPR151 ag,MITF inh,TEAD-YAP inh,FBW7 act
COc1ccc(Oc2nc3ccccn3c(=O)c2/C=C(\C#N)C(=O)N2CCCCC2)cc1,-0.2,31,7,0.2
COCCNC(=O)/C(=C\c1ccco1)NC(=O)c1ccc(Cl)cc1,-1.2,8,8,0.2
CC(=O)N1CCC(=NNc2ccc(S(N)(=O)=O)cc2[N+](=O)[O-])CC1,1.4,-11,1,0.0
Cc1ccc(C(=O)Nc2ccc(N3CCC(NCc4nonc4C)CC3)cc2)c(C)c1,1.0,16,-1,0.1
CCc1nnc(NC(=O)c2ccc(-c3cccc(Cl)c3)o2)s1,-0.8,7,-12,0.0
Cc1ccccc1NC(=O)NC1(C(=O)N2CCCC2)CCCCC1,0.3,2,-2,0.0
O=C(Nc1ccc(I)cc1)C1CC2c3ccccc3C1c1ccccc12 (stereo unspecified),-0.6,1,-1,-0.1
COc1ccc(NC(=O)CCCn2c(=S)[nH]c3c([nH]c4ccc(OC)cc43)c2=O)cc1,1.6,8,6,0.0
CC(=O)N1c2ccccc2NC2=C(C(=O)CC(c3cccc([N+](=O)[O-])c3)C2)C1c1ccccc1 (stereo unspecified),-1.2,6,3,0.1
COC(=O)C1=C(C)NC(=S)NC1c1cc(I)c(OC)c(OC)c1 (stereo unspecified),0.1,16,-5,0.2
Cc1ccc(C2/C(=C(/O)c3ccc(S(=O)(=O)N(C)C)cc3)C(=O)C(=O)N2CCN(C)C)cc1 (stereo unspecified),-2.1,7,-2,-0.2
CCC(C)NC(=O)CCc1nnc2n(Cc3ccccc3)c(=O)c3ccccc3n12 (stereo unspecified),2.3,-14,-2,0.2
Cc1c(C(=O)Nc2ccc(NC(=O)c3ccco3)c(Cl)c2)cccc1[N+](=O)[O-],7.3*,14,6,0.3
COc1ccc(C(=O)OCc2cc(=O)n3cc(Br)ccc3n2)cc1[N+](=O)[O-],-0.7,6,-4,-0.1
CC(C)CCNC(=O)CCCOc1cc(=O)n(C)c2ccccc12,4.4,8,4,0.2
CCOc1ccccc1NS(=O)(=O)c1ccc2[nH]c(=O)ccc2c1,0.6,4,10,0.1
Cc1cc2c(c(=O)o1)C(c1ccc(OC(=O)c3ccco3)cc1)C(C#N)=C(N)O2 (stereo unspecified),0.5,10,4,0.1

Compounds above that contain an NH in an aromatic ring:
structure,GPR151 ag,MITF inh,TEAD-YAP inh,FBW7 act
CCC12CC3CC(C1)CC(C(=O)Nc1nn[nH]n1)(C3)C2,-0.5,3,-5,1.0
CCCCOc1ccc(C(=O)NCc2n[nH]c(=S)n2-c2ccc(Cl)c(Cl)c2)cc1,0.5,3,3,0.0
Cc1cccc(C2c3[nH]c4ccccc4c3CCN2C(=O)Cc2ccccn2)n1 (stereo unspecified),-0.2,5,-9,-0.1
CC1CCN(S(=O)(=O)c2ccc3[nH]cc(C(=O)N4CCCCCC4)c(=O)c3c2)CC1,-0.1,-11,2,0.0
COc1ccc(NC(=O)CCCn2c(=S)[nH]c3c([nH]c4ccc(OC)cc43)c2=O)cc1,1.6,8,6,0.0
CCOc1ccccc1NS(=O)(=O)c1ccc2[nH]c(=O)ccc2c1,0.6,4,10,0.1
